# Screens (PubChem)
# Pf apPOL inh – Pf-apPOL DNA polymerase inhibition; actives 0.25% (n = 210,000); Recombinant Pf-apPOL, molecular beacon fluorescence, 1.5 h; inhibition, % at 10 µM
# mHTT-CaM PPI inh – inhibitors of human mutant huntingtin-calmodulin interaction; P42858; AlphaScreen His-mHTT/GST-CaM binding, luminescence; inhibition, % at 15 µM; actives 3.6% (n = 190,000);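 further: 0% = both proteins with DMSO and 100% = one protein alone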
# The depositor's hits bear a star; x = not tested or not shown; & = joins results of further samples. No stated cut-off is given here; in the data, active means inhibition above about 50%; inactive means the rest.
# Screens in order – Pf apPOL inh, mHTT-CaM PPI inh
CCOc1ccccc1CN1CCc2nc(Nc3cccc(OC)c3)ncc2C1
  -11, 28
Cc1cc(C)c(C(N)=O)c(SCC(=O)c2ccc(Cl)cc2)n1
  0, 13
COc1ccc(C(CC(=O)NCc2ccco2)NC(=O)C(F)(F)F)cc1 (stereo unspecified)
  -11, -5
CCOC(=O)CC[C@@H]1CC[C@]2(CCCN(Cc3ccc(OC)cc3)C2)O1
  -4, -7
Nc1ccc(C23CC4CC(CC(C4)C2)C3)cc1
  -8&4, 58*
COc1ccccc1N1CCN(C/C=C/c2ccccc2[N+](=O)[O-])CC1
  -4, 10
CCOC(=O)C(C)Oc1ccc2oc(=O)cc(-c3cc4ccccc4o3)c2c1 (stereo unspecified)
  3, -7
CNC(=O)c1c(-c2cccc(F)c2)noc1C
  -2, 0
COc1ccc(S(=O)(=O)N2CCN(c3ccc(F)cc3)CC2)c(C)c1
  -1, 4
COc1ccc(OC)c(N2CCN(C(=O)c3ccc(F)cc3)C(C)C2=O)c1 (stereo unspecified)
  -2, 2
CCCn1cc(C2=CCN(C(=O)Nc3ccc(OC)c(Cl)c3)CC2)c2cccnc21
  -6, 38
COc1ccccc1-c1coc2c(CN(C)C)c(O)ccc2c1=O
  -10, 8
Cc1cccc(N2C(=O)CSC23CCN(C(=O)CCCl)CC3)c1
  3, -8
O=C(NCCc1ccccc1Cl)C1CCN(c2nc3cccnc3s2)CC1
  -4, -6
O=C(NC1CCCCCC1)c1ccc2ncnc(N3CCCC3)c2c1
  5, 5
O=c1c([N+](=O)[O-])c(Cl)c2ccccc2n1-c1ccccc1
  -2, 100*
Cc1ccc(-n2cc(C(=O)NC(C)c3ccc(F)cc3)nn2)cc1 (stereo unspecified)
  -1, -12
O=C(NCCc1ccco1)C(=O)Nc1ccc(F)c(Cl)c1
  1, -3
O=C(Nc1cccc(Cl)c1)c1ccc2c(c1)OCCO2
  -4, -7
CNC(=O)Nc1cccnc1N1CCCCC1
  -7, 5
COc1ccc(C(=O)Nc2sc3c(c2C(N)=O)CCC(C)C3)c(OC)c1 (stereo unspecified)
  4, 1
O=[N+]([O-])c1sc2ccccc2c1N1CCOCC1
  x, 9
Nc1c(Cl)ccc2c1C(=O)c1ccccc1C2=O
  -7, 39
CCn1nc(CNC(=O)c2ccc(F)c(F)c2)c2ccccc21
  1, -8
Cc1ccc2nc(NC(=O)/C=C/c3ccc([N+](=O)[O-])cc3)sc2c1
  2, 27
O=[N+]([O-])c1cnn(-c2cnc3c([N+](=O)[O-])cnn3c2)c1
  x, 6
CCc1ccc(NS(=O)(=O)CC)cc1
  -2, -9
CC(C)c1ccc(NC(=O)C2CCCN(C(=O)c3cccc(Cl)c3)C2)cc1 (stereo unspecified)
  -7, 28
O=C(c1cc(-c2ccccc2F)nc2cc(-c3ccccc3)nn12)N1CCCC1
  -7, -41
Cc1ccc(-c2nc3s/c(=C\c4cccc(F)c4)c(=O)n3n2)cc1
  13, -5
Cc1ccccc1CN(CC(C)O)CC(C)O (stereo unspecified)
  -10, -10
O=C(CSc1nccc(=O)[nH]1)n1c2c(c3ccccc31)CCCC2
  -1, 42
Fc1ccc(-c2n[nH]c(=S)o2)cc1
  x, -6
C=CCn1c(=O)c2c(ncn2Cc2ccc(C)cc2)n(-c2cccc(F)c2)c1=O
  -1, 6
COc1cc(C2=N/C(=C\c3ccccc3)C(=O)O2)cc(OC)c1OC
  3, 4
CC1CCN(CC2CCN(S(=O)(=O)c3ccc4c(c3)oc(=O)n4C)CC2)CC1
  0, -8
O=C1C(N2CCCN(S(=O)(=O)c3cc(F)cc(F)c3)CC2)CCN1CC1CC1 (stereo unspecified)
  -1, 1
O=C(Cc1ccc(Cl)cc1)N1CCC(c2nnc(C3CC3)s2)CC1
  -28, -1
CN(C)C(=S)NC(=O)C12CC3CC(C1)CC(c1ccccc1)(C3)C2
  2, 3
O=C(NCC(=O)N1CCCc2ccccc21)c1cccs1
  -1, -3
Oc1ccc(Cl)cc1C=Nc1ccc2cn[nH]c2c1
  2&-5, x
CCOC(=O)Cc1csc(-c2ccc(F)cc2F)n1
  -8, x
O=C(O)c1ccc(S(=O)(=O)c2ccc3c(c2)C(=O)N(N2C(=O)c4ccccc4C2=O)C3=O)cc1
  -4, 2
O=C1[C@@H](c2ccccc2)CC[C@@H]2C=CC[C@H]3CCN1[C@@H]32
  -5, -10
CC(C)Oc1ccc(C(=O)N2CCN(Cc3nc(-c4ccco4)cs3)CC2)cc1
  -6, 9
CSCCn1c(-c2ccccc2)cc(C(=O)NCc2ccco2)c1C
  -349, x
CC(C)NC(=O)c1ccc(OCC2CCN(C(=O)c3ccco3)CC2)cc1
  -3, 3
Cc1cc(NC(=O)c2ccc(-n3ccnc3)nn2)no1
  17, 54*
Cc1cccc(CN2CCN(C3CCN(C(=O)c4ccc(F)cc4)CC3)C2=O)c1
  -3, 11
COc1cc(C(=O)N2CCCC2)c([N+](=O)[O-])cc1OC
  4, -4

# Going on with the list:
# Screens in order – Pf apPOL inh, mHTT-CaM PPI inh
Cc1cc(C)n2ncc(C(=O)Nc3cccc(C(F)(F)F)c3)c2n1
  -8, 3
CCOC(=O)c1sc(NC(=O)C2CCCCN2S(=O)(=O)c2cccs2)nc1C (stereo unspecified)
  -5, -8
Cc1ccc(S(=O)(=O)N2CCC(=O)N([C@H](COCc3cccc(Cl)c3)C(C)C)CC2)cc1
  -3, -3
CN(C)CC(=O)N1CCC(c2nc(-c3ccccc3)n[nH]2)CC1
  -1, 11
COc1ccc(/C=C2N=C(/C=C/c3ccccc3)OC/2=O)c(OC)c1
  -4, 4
C/C(=C\c1ccccc1)CN1CCOCC1
  5, -8
COc1ccc(-c2nnc(NC(=O)Cc3cccs3)s2)cc1
  3, 5
Cc1ccc(CNC(=O)C2CCN(c3nc4ccc(C)cc4[nH]3)CC2)cc1
  -16, 6
Cc1c(C(=O)NC2CCCCC2)oc2ccc(S(=O)(=O)N3CCOCC3)cc12
  -8, 14
N#Cc1c(SCC(=O)N2CCCCC2)nsc1SCC(=O)N1CCCCC1
  -2, -5
COc1cccc(N2CC(C(=O)N(C)C)CC2=O)c1 (stereo unspecified)
  -5, 2
CCCN1C(=O)c2ccccc2CC1(C)C(=O)NCc1ccc(Cl)cc1 (stereo unspecified)
  -2, -8
N#CCCn1c2ccccc2c2nc3ccccc3nc21
  -3, 2
O=C(CCCCC(=O)NCC(=O)ON1C(=O)CCC1=O)NCC(=O)ON1C(=O)CCC1=O
  -4, x
COc1cccc(C=Nc2ccc(Cl)cc2Cl)c1O
  0, 4
CCCNc1cc(N2CCC(CCC(=O)NCc3cccnc3)CC2)ncn1
  -2, 6
Cc1cccc(NC(=O)Cc2nn(C)c(=O)c3ccccc23)c1
  -2, 0
O=C(Nc1ccc(SCC(=O)N2CCc3ccccc32)nn1)c1ccccc1F
  0, -16
COc1cc(OC)cc(C(=O)N2CCc3c(c(-c4nnc(SC)n4C)nn3C)C2)c1
  -2, -11
CC(C)Sc1ccc2nn(CC(=O)Nc3ccc(Br)cc3F)c(=O)n2n1
  5, -8
CCc1c(C2CCN(C(=O)c3ccc4ccccc4n3)CC2)noc1N
  -4, 12
CC(C)Cn1cc2c3c(cccc31)CN(C(=O)c1ccccn1)CC2
  -5, 88*
COc1cccc(CNc2nc3ccncc3n(C(C)C)c2=O)c1
  -9, -8
Cc1c(Cl)cccc1N=CC1=C(O)CC(C)(C)CC1=O
  -5, -6
Cn1c(=O)c2c(-c3ccccc3)n(-c3ccccc3N)cc2n(C)c1=O
  2&4, 0&0
COc1ccc(Cl)cc1NC(=O)c1oc2ccc(S(=O)(=O)N3CCCC3)cc2c1C
  -7, -9
CCc1noc(COC2CCCN(Cc3ccccn3)C2)n1 (stereo unspecified)
  -9, 44
CN1C(=O)C2(CCN(C(=O)C3CCCC3)C2)c2ccccc21 (stereo unspecified)
  -5, -2
COc1cccc(C2=NC(C)(C(C)C)NC(c3ccccc3O)C2)c1 (stereo unspecified)
  -1, 70*
COc1cccc(CNC(=O)C2CCN(c3nccc(C)n3)CC2)c1
  -2, -8
Cc1ccc(CN[C@@H]2CC[C@@]34CCCN3C(=O)CCC[C@H]4C2)cc1
  -4, -42
O=C1C2CCC(C2)[C@@H]2CCCCN12 (stereo partly specified)
  -4, 1
O=C(NC1CC1)c1cnc2sccn2c1=O
  1, -4
COc1ccccc1NC(=O)N1CCN(c2ccccn2)CC1
  -6, -1
Cc1sc2c(=O)n(C(C)C)cnc2c1C(=O)N1CCN(c2ccccc2F)CC1
  -3, 13
O=C(CCC1CCCN(c2cc(NC3CC3)ncn2)C1)NCCc1ccccn1 (stereo unspecified)
  -5, 4
COc1ccc(C2CC3CC(c4ccccc4)N2O3)cc1 (stereo unspecified)
  -5&-4, x
O=C(CN(C1CCCCC1)S(=O)(=O)c1ccc(Br)cc1)NCC1CCCO1 (stereo unspecified)
  -9, 2
O=c1c2ccccc2nc(SCc2cc(F)cc3c2OCOC3)n1Cc1ccco1
  -2, 4
CCOC(=O)c1csc(NC(=O)c2ccc3c(c2)OCCO3)n1
  -4, -1
O=C(CSc1nnnn1-c1ccc(Cl)cc1)Nc1cccc(Cl)c1
  -2, -2
CCC(Oc1ccccc1)C(=O)NC(C)C (stereo unspecified)
  -10, -3
O=C(Nc1c2c(nn1-c1cccc(Cl)c1)CS(=O)(=O)C2)c1ccc(Cl)cc1
  -1, 1
Cc1ccc(CN2CCc3nc(N4CCC(C)CC4)ncc3C2)cc1
  -2, 49
COc1cc([N+](=O)[O-])ccc1N1C(=O)C2C3C=CC(CC3)C2C1=O (stereo unspecified)
  0, 0
CCCCN(C(=O)C1CCCC1)C1CCS(=O)(=O)C1 (stereo unspecified)
  2, -7
Cc1ccccc1NC(=O)c1noc2c1CCCC2
  -6, 2
COC(=O)c1sccc1OC(=O)c1nn(-c2ccccc2)nc1C
  -8, x
Cc1ccc(C(=O)N2CCC(c3nc(C)ccc3C(=O)N3CCCC3)CC2)cc1
  0, 6
Cc1c(Sc2ccc(Cl)cc2)cnn1CCC#N
  -8, x

# Following part
# Screens in order – Pf apPOL inh, mHTT-CaM PPI inh
CCCC(=O)N1CCN(c2nc(C)nc(C)c2Cc2ccc(C)cc2)CC1
  -1, 24
CCOc1ccc(S(=O)(=O)Nc2ccc(Cl)c(C(F)(F)F)c2)c2cccnc12
  -3, 18
CN(C)c1ccc(C(=O)NCc2ccc3c(c2)OCO3)cc1
  -5, 4
Cc1ccc(C(=O)N2CCCC(COc3ccc(C(=O)N4CCOCC4)cc3)C2)cc1 (stereo unspecified)
  -1, 5
CC1CCCCN1C(=O)c1ccccc1Cl (stereo unspecified)
  -4, -2
O=C(CSc1nc2c(c(=O)n1-c1ccc(F)cc1)SCC2)NC1CCCCC1
  -5, -12
Cc1cc(C)n2c(Br)c(CN3CCC4(CC3)OCCO4)nc2n1
  1, 2
CC(=O)N1N=C(c2ccc(Br)cc2)OC12CCCCC2
  -10, -28
COc1cccc(S(=O)(=O)N2CCN(C)C(c3ccc(F)cc3)C2)c1 (stereo unspecified)
  -4, -2
O=C(CCNS(=O)(=O)c1ccc(Br)s1)Nc1ccc(F)c(F)c1
  -3, 3

# An excerpt of these results, as labelled records.
SMILES: CCCC(=O)N1CCN(c2nc(C)nc(C)c2Cc2ccc(C)cc2)CC1
  Pf apPOL inh: -1
  mHTT-CaM PPI inh: 24

SMILES: CCOc1ccc(S(=O)(=O)Nc2ccc(Cl)c(C(F)(F)F)c2)c2cccnc12
  Pf apPOL inh: -3
  mHTT-CaM PPI inh: 18

# Shown with tabs: 4 of the compounds above.
Structure	Pf apPOL inh	mHTT-CaM PPI inh
CCOc1ccc(S(=O)(=O)Nc2ccc(Cl)c(C(F)(F)F)c2)c2cccnc12	-3	18
O=C(CCNS(=O)(=O)c1ccc(Br)s1)Nc1ccc(F)c(F)c1	-3	3
Cc1cc(C)n2c(Br)c(CN3CCC4(CC3)OCCO4)nc2n1	1	2
COc1cccc(S(=O)(=O)N2CCN(C)C(c3ccc(F)cc3)C2)c1 (stereo unspecified)	-4	-2

# Other compounds follow.
# Screens in order – Pf apPOL inh, mHTT-CaM PPI inh
CC1=CC=CN2C1=NC(=O)CC2(C)C(=O)NCCC(C)C (stereo unspecified)
  -4, -7
CCOC(=O)c1[nH]ncc1-c1ccc(Cl)cc1Cl
  0, x
O=C(NC1CCCCCCC1)C1c2cccn2CC(=O)N1Cc1ccc(F)cc1 (stereo unspecified)
  4, 6
COc1ccccc1Nc1nc(-c2sc(N)nc2C)cs1
  -1, 74*
COCCn1c(C2CCN(S(=O)(=O)c3ccc(C(C)(C)C)cc3)C2)nc2ccncc21 (stereo unspecified)
  -12, 17
COc1ccc(Oc2ccc([N+](=O)[O-])cc2C(=O)NNC(=O)c2ccc(C(F)(F)F)cc2)cc1
  -8, x
CC(=O)NC(=O)c1cc2ccccc2oc1=Nc1ccc(C(C)=O)cc1
  6, -1
CCCCOC(=O)Nc1ccccc1C(=O)O
  6, -3
O=C(O)C1C2CCCC1C2c1ccccc1 (stereo unspecified)
  1, -5
Cc1ccccc1C(=O)CC(=O)c1ccccc1O
  -2, 50*
Cc1ccc(-c2cccc(C3CC=CC4C3C(=O)N(Cc3ccccc3)C4c3ccc(C(F)(F)F)cc3)c2)cc1 (stereo unspecified)
  1, -4
Cc1cc(C)c(S(=O)(=O)N2CCC(c3nc(CNC(=O)C4CC4)cs3)CC2)c(C)c1
  -1, 9
CC(C)c1c(C2CCN(C(=O)c3ccc(Br)o3)CC2)noc1N
  -1, 0
Cc1ccc(Cc2c(C)nc3c(C(=O)O)cnn3c2C)cc1
  2, -1
CC1=C(C(=O)Nc2cccc(F)c2)C(c2ccc(C(C)(C)C)s2)C2=C(CCCC2=O)N1 (stereo unspecified)
  4, 13
CCCN1CCN(C(=O)c2nc(N(C)C)c3c(C)scc3n2)CC1
  -5, 10
O=c1c(NCc2cccc(F)c2)nc2ccncc2n1Cc1ccccc1
  -4, -13
CN1C(=O)CC[C@H]1c1cccnc1
  2, x
COc1ccc(-c2cc(C(F)(F)F)n3nc(C(=O)Nc4nc(C)cs4)cc3n2)cc1OC
  -7, 6
Cc1ccc(C(=O)Nc2cccnc2)c(Cl)c1
  -7, -4
